RT RNaseH block: inhibitors of HIV-1 reverse transcriptase RNase H; 65,000 tested, 1.9% active; RT-RNase H RNA/DNA duplex cleavage, fluorescence; AID 565; inhibition, % at 10 µM; in the data active = inhibition above about 50%
RmlC RmlD mix: mixture blocks RmlC and RmlD coupled enzyme activity. AID 1532. 110,000 tested, 0.39% active. RmlC/RmlD coupled enzyme inhibition, 384-well mixture HTS. inhibition, % at 5.5 µM; in the data active = inhibition above about 30%, passing the limit was not always enough; also: strong numbers were not always called active
Starred values were filed as active, the others as inactive; nt = not tested or not shown.

SMILES | RT RNaseH block | RmlC RmlD mix
CCC(C)c1c(O)nc(SCc2ccccc2)[nH]c1=O (stereo unspecified) | -4.1 | 2.0
CCC(NC(C)C)C(O)c1ccc(O)c(O)c1 (stereo unspecified) | -2.4 | 1.5
COc1cc(S(=O)(=O)N2CCCCC2)ccc1NC(=O)Cc1ccccc1 | nt | 6.3
O=C(Nc1nnc(CC2=CCCCC2)s1)c1cccs1 | 7.2 | 8.1
Cc1ccnc(NCn2nnc3ccccc32)c1 | nt | -8.0
CCn1ncc(Br)c1C(=O)Nc1ccccc1C(=O)OC | nt | -50.3
Cc1cc(NCc2ccco2)nc2cc(O)ccc12 | -8.2 | 18.3
COC(=O)c1[nH]c2ccccc2c1NS(=O)(=O)c1ccc(OC)cc1OC | -56.1 | -12.3
CC1CCN(CC(=O)Nc2ccccc2C#N)CC1 | -25.1 | 8.7
Cc1cc(C)n(-c2nc(NCC3CCCO3)c3c4c(sc3n2)COC(C)(C)C4)n1 (stereo unspecified) | -2.6 | 18.4
CC(NS(=O)(=O)c1ccc(OCC(=O)N2CCOCC2)c(Cl)c1)c1ccccc1 (stereo unspecified) | -14.7 | -9.6
CC(=O)OC[C@H]1O[C@@H](n2ncc(=O)[nH]c2=O)[C@H](OC(C)=O)[C@@H]1OC(C)=O | -13.7 | -16.5
O=C(NC1CCCCC1)C1CCCN1C(=O)NCc1ccccc1 (stereo unspecified) | -6.8 | -7.8
Cc1cc(NC(=O)c2ccc(NC(=O)CC(C)C)cc2)no1 | nt | -8.5
CS(=O)(=O)N1CCC(C(=O)Nc2ccccc2Sc2ccccc2)CC1 | -9.2 | -27.3
CNC(=O)c1c(O)c2cccc3c2n(c1=O)CC3 | -19.1 | nt
O=C(Cn1c(=O)n(CCC(=O)N2CCc3ccccc3C2)c(=O)c2ccccc21)NCC1CCCO1 (stereo unspecified) | -19.5 | 4.5
Cn1c(=O)n(Cc2ccco2)c(=N)c2c3c(sc21)CCC3 | -31.1 | -11.1
COc1ccc(-c2ccc(-c3noc(-c4ccccc4)n3)c(OC)n2)cc1 | 2.1 | -307.0
Cc1ccccc1Cn1c(=N)n(CC(=O)c2ccco2)c2ccccc21 | 9.8 | -8.4
O=C(CCN1C(=O)S/C(=C\c2ccccc2)C1=O)N1CCOCC1 | nt | 13.7
CCOC(=O)C(C)Sc1nnc(-c2ccccc2O)n1-c1ccc(C)cc1 (stereo unspecified) | -26.6 | 7.5
CCOC(=O)C1CCN(c2c(N3CCN(c4ccccc4OC)CC3)c(=O)c2=O)CC1 | -13.0 | 27.5
O=C1Nc2ccc([N+](=O)[O-])cc2C1(O)N1CCCCC1 (stereo unspecified) | nt | 0.2
O=C(CSc1nnc(CNc2cccc(Cl)c2)o1)OC1CCCCC1 | nt | -0.8
CCN(CC(=O)Nc1ccccc1OC)C(=O)Cn1cnc2ccccc2c1=O | nt | -14.9
NC(=O)C1(N2CCCCC2)CCN(c2nc(-c3ccc(Br)cc3)cs2)CC1 | nt | 30.3
COc1ccccc1CC(=O)Nc1cc(Cl)ccc1O | nt | 6.5
N#Cc1cc2c(nc1SCC(=O)Nc1nccs1)CCCCC2 | 16.8 | 33.6
COc1cc(-c2nnc(COC(=O)CSc3cc(C)c4ccccc4n3)o2)cc(OC)c1OC | -16.6 | -2.8
COc1ccccc1OCc1nnc(SCC(=O)N2CCCCC2)n1-c1ccccc1 | -4.8 | 13.0
COc1cc(NC(=O)c2cc3cccc(OC)c3o2)cc(C(=O)Nc2cccc(C(F)(F)F)c2)c1 | nt | -3.9
CCOC(=O)c1cc(CC)sc1NC(=O)c1ccc(N2CCOCC2)c([N+](=O)[O-])c1 | nt | 9.0
O=C(CCn1c(=S)[nH]c2ccccc2c1=O)NCC1CCCO1 (stereo unspecified) | -2.0 | 18.1
Cc1ccccc1OCc1nnc(SCC(=O)N2c3ccccc3Sc3ccc(Cl)cc32)o1 | nt | -11.3
CC1CCC(NC(=O)c2ccc3nc[nH]c3c2)CC1 (stereo unspecified) | nt | 7.3
CCCn1nc(NS(=O)(=O)c2ccccc2)c2cc3ccccc3nc21 | 0.1 | 1.9
CC(C)n1c(=S)[nH]c2ccccc21 | nt | -7.7
CCOC(=O)NC(CC(=O)O)c1ccc(OC)c(OC)c1 (stereo unspecified) | nt | 9.2
COCCn1c(-c2ccco2)nc2nc3ccccc3nc21 | -6.6 | nt
O=C(CSc1oc(-c2cccs2)nc1S(=O)(=O)c1ccc(F)cc1)NCC1CCCO1 (stereo unspecified) | 46.8 | -5.8
CCCc1nc(SCC(=O)Nc2cc(C)on2)c2ccccc2n1 | 19.1 | -71.2
COc1ccccc1N(C)S(=O)(=O)c1ccc(C(=O)NCC(C)C)cc1 | nt | 17.3
COc1ccc(OCc2nnc3n2N=C(c2ccc(Br)cc2)CS3)cc1 | -6.8 | -12.2
COCC(=O)N(Cc1ccco1)c1nnc(C2CCOC2)s1 (stereo unspecified) | -7.6 | 12.7
O=C(Nc1cccnc1)c1c(O)c2c(n(Cc3ccccc3)c1=O)CCCC2 | 68.4* | -11.7
O=C(Nc1ccc(Cl)cc1)N1CC=CCC1 | -3.3 | 4.3
CC1=CC(C)(C)N2C(=O)C3(C(C#N)=C(N)Oc4cc(C)oc(=O)c43)c3cc(C)cc1c32 (stereo unspecified) | nt | -3.7

Arranged by length of the SMILES (low to high): 16 of the compounds above.
SMILES | RT RNaseH block | RmlC RmlD mix
CC(C)n1c(=S)[nH]c2ccccc21 | nt | -7.7
CCC(NC(C)C)C(O)c1ccc(O)c(O)c1 (stereo unspecified) | -2.4 | 1.5
O=C(Nc1nnc(CC2=CCCCC2)s1)c1cccs1 | 7.2 | 8.1
COCCn1c(-c2ccco2)nc2nc3ccccc3nc21 | -6.6 | nt
CCC(C)c1c(O)nc(SCc2ccccc2)[nH]c1=O (stereo unspecified) | -4.1 | 2.0
COCC(=O)N(Cc1ccco1)c1nnc(C2CCOC2)s1 (stereo unspecified) | -7.6 | 12.7
O=C1Nc2ccc([N+](=O)[O-])cc2C1(O)N1CCCCC1 (stereo unspecified) | nt | 0.2
O=C(CCN1C(=O)S/C(=C\c2ccccc2)C1=O)N1CCOCC1 | nt | 13.7
COc1cc(S(=O)(=O)N2CCCCC2)ccc1NC(=O)Cc1ccccc1 | nt | 6.3
COc1ccccc1N(C)S(=O)(=O)c1ccc(C(=O)NCC(C)C)cc1 | nt | 17.3
COC(=O)c1[nH]c2ccccc2c1NS(=O)(=O)c1ccc(OC)cc1OC | -56.1 | -12.3
NC(=O)C1(N2CCCCC2)CCN(c2nc(-c3ccc(Br)cc3)cs2)CC1 | nt | 30.3
CC(NS(=O)(=O)c1ccc(OCC(=O)N2CCOCC2)c(Cl)c1)c1ccccc1 (stereo unspecified) | -14.7 | -9.6
CCOC(=O)C1CCN(c2c(N3CCN(c4ccccc4OC)CC3)c(=O)c2=O)CC1 | -13.0 | 27.5
O=C(CSc1oc(-c2cccs2)nc1S(=O)(=O)c1ccc(F)cc1)NCC1CCCO1 (stereo unspecified) | 46.8 | -5.8
CC1=CC(C)(C)N2C(=O)C3(C(C#N)=C(N)Oc4cc(C)oc(=O)c43)c3cc(C)cc1c32 (stereo unspecified) | nt | -3.7

More compounds follow.
SMILES | RT RNaseH block | RmlC RmlD mix
Cc1nc2c(-c3ccccc3)c(C)nn2c(N)c1-c1ccccc1 | nt | -0.1
Cc1ccc(N(c2ncnc(N)c2[N+](=O)[O-])C2CCCCC2)cc1 | nt | -2.0
O=c1nc(N2CCCCCC2)nc(N2CCCCCC2)[nH]1 | nt | 9.8
O=C(Nc1nnc(CCOCCOCCc2nnc(NC(=O)c3ccco3)s2)s1)c1ccco1 | nt | 4.3
Cc1ccc(C(Sc2ccccc2)C(Cn2cncn2)C(=O)c2ccccc2)cc1 (stereo unspecified) | nt | 8.1
Nc1c(C(=O)NCc2ccco2)sc2nc(N3CCOCC3)c3c(c12)CCCC3 | 53.7* | -48.2
Cc1cccc(Nc2ccccc2C(=O)O)c1C | 2.2 | -14.6
CCOc1cc(CNCCc2ccc(S(N)(=O)=O)cc2)ccc1OCC(=O)NC(C)(C)C | nt | 9.9
O=C(CN1C(=O)COc2ccccc21)N1CCc2ccccc21 | -3.9 | 7.1
COC(=O)c1ccccc1NC(=O)CSc1nnc(-c2ccncc2)o1 | 7.4 | 17.9
Fc1ccccc1COc1ccc(Br)cc1CNCc1ccncc1 | nt | -4.6
C=CCOC(=O)C1=C[C@@H](c2cn(C(C)=O)c3ccccc23)C[C@@H](OCCCCO)O1 | nt | 10.1
CC(=O)Nc1nc(=S)ss1 | 64.2* | 2.6
O=C(COc1ccc(Br)cc1)Nc1ccncc1 | nt | 1.4
Cc1ccc(C(=O)NCc2ccccn2)c(Cl)c1 | nt | -8.5
COc1cc(/C=C(/C#N)c2ccccc2)ccc1Oc1ccc([N+](=O)[O-])cn1 | nt | 23.8
O=C(c1n[nH]c2c1CCCC2)n1ccnc1 | -4.2 | -9.5
O=C(NCc1ccc2c(c1)OCO2)c1ccc(C2SCC(=O)N2Cc2ccco2)cc1 (stereo unspecified) | 10.2 | 3.7
COc1cccc(C2=CC(=O)CC(c3ccco3)C2)c1 (stereo unspecified) | nt | 10.7
COc1ccc(CCNCc2csc3nc4ccccc4n23)cc1OC | -18.8 | -2.4
Cn1c(SCC(=O)OCC(=O)c2ccccc2)nnc1-c1cccs1 | -10.8 | -3.7
CCN1CCN(c2ccc(-n3c(C)nc4c(cnn4-c4ccccc4Cl)c3=O)cc2)CC1 | -16.5 | nt
c1ccc(OCCn2c(-c3ccco3)nc3ccccc32)cc1 | -13.1 | -13.3
CCOC(=O)C(O)(CCC(O)(C(=O)OCC)C(=O)OCC)C(=O)OCC | -2.8 | -4.4
COc1ccccc1NC(=O)CCN1CCN(Cc2ccccc2)CC1 | nt | -10.2
CCOc1ccc(N2C(=O)c3ccccc3C2=O)cc1 | nt | 3.4
Cc1ccn2cc(CCNS(=O)(=O)c3ccc(F)c(C(F)(F)F)c3)nc2c1 | nt | 4.9
O=C(Nc1ccsc1C(=O)NC1CCCCC1)c1ccccc1 | nt | -12.0
C/C(=N\Nc1cc(Cl)nc(C)n1)c1ccc(C)cc1 | nt | 9.6
CCN1CCN(c2ncnc3c2cnn3-c2ccc(Cl)cc2)CC1 | -7.3 | 9.5
CC(C)(C)NC(=O)Cn1c(=O)oc2ccc(Cl)cc21 | -3.4 | 7.0
CCCCOc1ccc(-c2ncc(C(=O)O)c(C)n2)cc1 | -5.0 | -18.0
CCOc1cccc2cc(C(=O)NCc3cccnc3)c(=O)oc12 | 10.6 | -10.7
CC1CN(c2ccc(Oc3ccccc3)cc2)c2nc3c(c(=O)n(CC(N)=O)c(=O)n3C)n2C1 (stereo unspecified) | -8.7 | -4.6
Cc1ccc(C2CC(c3ccc(Cl)cc3)n3nc(N)nc3N2)cc1 (stereo unspecified) | -8.2 | -9.4
CCOC(=O)CSC1=Nc2ccccc2C2=NC(CC(=O)NCc3cccs3)C(=O)N12 (stereo unspecified) | -4.3 | -1.6
O=C1OC(Nc2nccs2)c2ccccc21 (stereo unspecified) | 3.4 | 6.1
NC(=O)c1c(NC(=O)c2ccco2)sc2c1CCC2 | nt | -7.7
CCN(CC)C(=O)CN(Cc1ccccc1)S(=O)(=O)c1ccc(F)cc1 | -13.1 | -12.2
CCOC(=O)CCCNC(=O)c1cncc(Br)c1 | 7.2 | 5.9
N#Cc1nc(-c2cccc3ccccc23)oc1N1CCCCC1 | -3.6 | nt
N#Cc1ccsc1NC(=O)c1ccccn1 | -8.6 | -12.1
Cc1ccc(NC(=O)CSc2nnc(Cn3c(=O)sc4ccccc43)n2C)cc1Cl | 10.8 | nt
O=C(c1ccccc1)N1CCN2C(=O)c3ccccc3C12c1ccc(Cl)cc1 (stereo unspecified) | nt | 2.8
CCN(CC)C(=O)CSc1nc2sc3c(c2c(=O)n1-c1ccc(C)cc1)CC(C)(C)SC3 | nt | -16.0
Cc1cc(C)nc(NC(=NCCc2c[nH]c3ccccc23)NC(=O)c2ccco2)n1 | -17.1 | -6.8
COc1ccc2c(c1)C(C)=CC(C)(C)N2C(=O)CSc1nnc(-c2ccc(C)cc2)o1 | -3.6 | -7.2
N#Cc1ccc(CSc2nnc(-c3cccnc3)n2-c2ccccc2)cc1 | -20.7 | -2.8
CCOc1cc(N2CCOCC2)c(OCC)cc1NC(=O)CN1C(=O)NC(Cc2ccccc2)C1=O (stereo unspecified) | -4.6 | -4.3
COc1cc(NS(=O)(=O)c2ccc(NC(=O)COc3ccc(C)cc3C)cc2)nc(OC)n1 | nt | 5.9
CCO[C@H]1OC(C(=O)N2CCN(C)CC2)=C[C@@H](c2ccc(C(F)(F)F)cc2)[C@@H]1CCCO | nt | 4.3
COc1ccc(CN2CCC(C(=O)NCCc3ccc(OC)c(OC)c3)CC2)c(OC)c1 | nt | 11.3
c1cncc(-c2cccnc2)c1 | -4.4 | -13.5
O=c1[nH]c(Nc2ccccc2)cc2ccccc12 | -16.0 | -9.7
COc1ccc(N(CC(=O)Nc2cccc(C(C)=O)c2)S(C)(=O)=O)cc1OC | 3.4 | -7.9
C=CCN1C=C2C(=O)C(C)(OC(=O)CCC(=O)OC)C(=O)C=C2C=C1C1CC1 (stereo unspecified) | nt | 4.7
CC1Cc2ccccc2N1C(=O)Cc1cccs1 (stereo unspecified) | -14.0 | -7.2
CCOC(=O)c1[nH]c2ccccc2c1NC(=O)C(CC)CC | -1.4 | 12.8
Cc1nc2sc(C(c3cccc(F)c3)N3CCOCC3)c(O)n2n1 (stereo unspecified) | -12.4 | -18.6
Cc1ccc(-n2c(SCC(=O)Nc3ccc4cn[nH]c4c3)nnc2-c2ccco2)cc1 | -34.2 | 20.5
Continuation:
SMILES | RT RNaseH block | RmlC RmlD mix
O=C(c1cccnc1)N1CCN(S(=O)(=O)c2ccc(Cl)cc2)CC1 | nt | -9.8
COc1ccc2cc(C#N)c(SCC(=O)N3CCCC3)nc2c1 | -46.2 | -3.8
Cc1sc2ncnc(NCc3cccs3)c2c1C | nt | 29.4
CCc1ccc(NC(=O)C(=O)NCCN2CCN(C(=O)c3ccco3)CC2)cc1 | nt | -39.8
Cc1cccc(N2CCN(C(c3ccccc3)c3nnnn3CC3CCCO3)CC2)c1C (stereo unspecified) | -1.8 | 5.6
CCOc1ccc2c(c1)-c1c(ssc1=S)C(C)(C)N2 | nt | 6.6

Assay outcomes from PubChem.

Some of the compounds tested (hit frequency here may not be typical).
